NOD2 RIPK2 PPI = blocks binding of human NOD2 to RIPK2 | O43353 | CHO BLA complementation NOD2-RIPK2, CCF4 ratio | inhibition, % at 4.98 µM | 360,000 compounds, 0.38% hits | AID 624267; in the data active means inhibition above about 21%;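 further: 0% = vehicle only and 100% = reference blocker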
Target sequence (O43353 whole entry, looked up): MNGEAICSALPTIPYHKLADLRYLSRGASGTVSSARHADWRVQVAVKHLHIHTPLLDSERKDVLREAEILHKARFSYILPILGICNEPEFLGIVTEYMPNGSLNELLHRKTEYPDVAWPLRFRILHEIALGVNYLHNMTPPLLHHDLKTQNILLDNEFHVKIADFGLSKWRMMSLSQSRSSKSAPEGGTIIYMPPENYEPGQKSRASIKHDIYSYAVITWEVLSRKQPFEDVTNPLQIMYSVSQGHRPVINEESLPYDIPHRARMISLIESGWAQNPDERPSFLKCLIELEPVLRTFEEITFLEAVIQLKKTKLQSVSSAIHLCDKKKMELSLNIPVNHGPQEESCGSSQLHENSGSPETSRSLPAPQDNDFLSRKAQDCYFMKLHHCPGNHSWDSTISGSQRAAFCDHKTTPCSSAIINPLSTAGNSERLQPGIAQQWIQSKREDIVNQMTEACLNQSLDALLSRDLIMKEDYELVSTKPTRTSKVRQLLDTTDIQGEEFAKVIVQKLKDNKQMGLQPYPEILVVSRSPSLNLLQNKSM
N-glyco inh = blocks N-linked glycosylation in D54 reporter cells; reporter increase, % at 12.5 µM; D54 ERlucT glycosylation luciferase reporter, 24 h; percent of 100 nM tunicamycin response; AID 588692; 360,000 compounds, 0.23% hits;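 active means mean luciferase reporter signal, scaled so untreated is 0 and the glycosylation-blocking control 100, at or above a set limit in every replicate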;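 further: luciferase carries N-glycosylation sites so blocking glycosylation raises the light; 0% = median of neutral control wells and 100% = median of 100 nM tunicamycin wells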
aDG glyco act = increases alpha dystroglycan glycosylation; Pro5-aDG cells, alpha-DG glycosylation AlphaScreen (IIH6); 0% Pro5, 100% B10-LARGE cell signal; 360,000 compounds, 0.22% hits; activation, % at 10 µM;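 active means activation of at least 8% versus controls, or a plate z-score of at least 8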;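 further: Pro5 are CHO cells carrying HIG-tagged alpha-DG that lacks glycosylation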
TLR9-MyD88 inh = inhibitors of human TLR9-MyD88 binding | 340,000 compounds, 0.21% hits | CHO BLA complementation TLR9-MyD88, CCF4 FRET ratio | inhibition, % at 4.98 µM | Q9NR96+Q99836 | AID 504734;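 active means inhibition above the mean over all tested compounds plus 3 SD, cut at about 21% in these data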;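 further: 0% = DMSO only wells and 100% = clavulanate BLA inhibitor control wells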
Granule exo inh = blocks lytic granule exocytosis | TALL-104 LAMP-1 surface exposure, flow cytometry; cells stimulated with thapsigargin and PMA | inhibition, % at 10 µM | 360,000 compounds, 0.66% hits | AID 651702;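 active means inhibition above about 55%, limit read from the data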
Vif inh = HIV Vif inhibition | HEK293T cells, Vif self-association by quenched fluorescence, imaging, 24 h | inhibition, % at 7.49 µM | 340,000 compounds, 0.35% hits; in the data active means inhibition above about 50%, passing the limit was not always enough; further: some results filed as inactive read as strong as hits
ABHD5-PLIN5 inh = blocks binding of human ABHD5 to perilipin-5 | Q00G26+Q8WTS1 | Split G. princeps luciferase complementation, luminescence, 4 h | inhibition, % at 4 µM | 360,000 compounds, 0.78% hits;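 active means inhibition above the mean inhibition across every tested compound plus 3 SD, cut at about 22% in these data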;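 further: 0% = DMSO only wells and the 100% control is not disclosed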
MC4R ag barr = agonists of human melanocortin 4 receptor (MC4R) beta-arrestin. P32245. U2OS MC4R beta-arrestin complementation, luminescence; percent of melanotan II response, DMSO zero. activation, % at 8.9 µM. 360,000 compounds, 0.98% hits. AID 540308;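 active means activation above a per-plate cutoff, the mean activation of sample wells on that plate plus 3 SD, cut at about 8% in these data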
Target sequence (P32245 whole entry, looked up): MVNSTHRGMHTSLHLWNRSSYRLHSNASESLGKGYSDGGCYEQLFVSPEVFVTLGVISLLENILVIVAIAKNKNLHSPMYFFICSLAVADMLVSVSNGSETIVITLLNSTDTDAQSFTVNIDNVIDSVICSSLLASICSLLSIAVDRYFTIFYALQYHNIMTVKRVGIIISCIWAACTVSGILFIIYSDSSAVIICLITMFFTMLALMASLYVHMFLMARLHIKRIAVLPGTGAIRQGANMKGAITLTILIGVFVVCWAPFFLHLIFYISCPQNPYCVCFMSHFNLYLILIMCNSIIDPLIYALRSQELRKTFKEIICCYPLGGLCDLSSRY
ABCB6 inh 2 = inhibitors of human ABC transporter ABCB6; K562-ABCB6 porphyrin accumulation, flow cytometry, 1 h; active compounds read low; fluorescence ratio to DMSO, % at 10 µM; AID 602162; Q9NP58; 360,000 compounds, 0.19% hits;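 active means fluorescence ratio to DMSO below 75%, the collection mean minus 3 SD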;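 further: signal is porphyrin accumulated inside mitochondria; 100% equals median channel fluorescence of DMSO control wells; lower ratio means ABCB6 inhibition with less porphyrin fluorescence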
MC4R antag cAMP = antagonists of human melanocortin 4 receptor (MC4R). inhibition, % at 6.5 µM. P32245. MC4R-expressing cells, MTII-stimulated cAMP, LANCE TR-FRET. 360,000 compounds, 0.48% hits;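 active means inhibition above its plate's cutoff, the mean of tested wells on that plate plus 3 SD, cut at about 29% in these data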;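 further: 0% = Melanotan II alone and 100% = Melanotan II plus saturating MCL0020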
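System – human MC4R-expressing U2OS cells · Also added – Melanotan II · Dosing – one concentration, 6.5 µM nominal · Timing – 30-min compound, 1-h challenge, 1-h detection, room temperature · Measured by – Eu-cAMP/anti-cAMP TR-FRET, emission 671 nm · Replicates – singlicate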
* marks the source's active call; other numbers are inactive results; . = not tested or not shown. Some of the compounds tested, so the mix of outcomes need not match the whole.

NOD2 RIPK2 PPI,N-glyco inh,aDG glyco act,TLR9-MyD88 inh,Granule exo inh,Vif inh,ABHD5-PLIN5 inh,MC4R ag barr,ABCB6 inh 2,MC4R antag cAMP,SMILES
0,-2,1.3,-1,1,3,1,-1.9,99,0,Cc1ccc(CNC(=O)Cn2c(=O)n(CC(=O)N3CCCCC3)c(=O)c3sccc32)cc1
-8,-6,0.5,-9,4,0,4,1.3,95,9,Cc1cccc(CCNC(=O)c2cccc3c2C(=O)N(C2CCCCC2)C3)c1
-1,-4,-0.1,2,2,.,0,-0.7,98,12,C=CCSc1nnc(NC(=O)C2=COCCO2)s1
-2,0,-0.1,-9,-1,.,-2,-2.1,99,1,COc1ccc(NCN2C(=O)C3C4C=CC(C4)C3C2=O)cc1 (configuration not stated)
-11,-1,-0.2,-3,0,-6,0,-1.4,97,1,O=c1c2ccccc2nnn1CSc1nc2sc3c(c2c(=O)n1CC1CCCO1)CCC3 (configuration not stated)
-15,-1,0.0,-4,-1,6,-4,-0.8,94,15,COc1ccccc1NC(=O)CCNS(=O)(=O)c1ccc2[nH]c(=O)oc2c1
-1,-1,0.5,5,-1,2,11,-1.5,94,3,COc1cc2ccccc2cc1C(=O)Nc1ccccc1N1CCN(S(C)(=O)=O)CC1
14,1,-0.5,-9,-2,-5,0,-0.5,97,6,CCOC(=O)CSc1ccc2nnc(CCNS(=O)(=O)c3ccc(C)cc3)n2n1
-6,.,-0.1,.,-5,.,0,.,96,.,CC(C)n1nnnc1C1c2ccccc2C(=O)N1CCCN1CCOCC1 (configuration not stated)
9,38*,0.1,.,-4,14,-3,-0.5,104,-15,CC1(C(=O)NCc2ccco2)Cc2c(-c3cccc(C(N)=O)c3)ccnc2O1 (configuration not stated)
2,0,-0.1,6,-1,-3,3,3.8,97,-3,CC(c1ccon1)N(C)Cc1cn(C)nc1-c1ccc2c(c1)OCCO2 (configuration not stated)
-5,-2,-0.1,7,-2,12,8,-2.7,92,10,COc1ccc(N2CCN(C(=O)C3CCN(S(=O)(=O)c4ccc5c(c4)oc(=O)n5C)CC3)CC2)cc1
10,-1,0.1,9,3,-4,-4,-2.9,95,-7,CC1CCC(NC(=O)C2CCC(CNc3c(N4CCCCC4)c(=O)c3=O)CC2)CC1 (configuration not stated)
2,3,0.0,-6,-4,-6,-5,-4.6,95,-1,CN1CCN(C(=O)c2ccc(C(F)(F)F)cc2)CC1
-9,-2,0.1,-1,-4,6,8,-0.7,97,3,CCOc1ccccc1NC(=O)CSc1nnc(Cn2c(=O)sc3ccccc32)n1C
-4,-4,0.1,1,-1,17,5,2.7,94,7,COc1ccc(CC(=O)N[C@@H]2c3ccccc3CC[C@@H]2OCc2ccccc2)cc1
8,-1,-0.1,6,-2,9,0,-1.7,88,5,Cc1cccc(CS(=O)(=O)Cc2ccc(C(=O)NCCc3ccccc3)o2)c1
6,0,-0.1,6,-3,.,5,-1.3,98,0,CC(C)Oc1ccc(N2CC(C(=O)Nc3ccc(N4CCOCC4)cc3)CC2=O)cc1 (configuration not stated)
-4,1,0.1,4,-4,0,4,-2.8,101,-5,C=CCSc1nc2c(c(=O)[nH]1)C(c1ccccc1)C(C#N)=C(N)O2 (configuration not stated)
-3,2,-0.1,0,0,1,0,-0.5,103,-3,CC1CN(C(=O)CN2C(=O)NC3(CCCCCCC3)C2=O)CC(C)O1 (configuration not stated)

Other results
NOD2 RIPK2 PPI,N-glyco inh,aDG glyco act,TLR9-MyD88 inh,Granule exo inh,Vif inh,ABHD5-PLIN5 inh,MC4R ag barr,ABCB6 inh 2,MC4R antag cAMP,SMILES
7,-2,0.7,-1,-3,-5,-7,6.8,93,12,COc1cccc(NC(=S)NC2CC(C)CC(C)(C)C2)c1 (configuration not stated)
-14,0,-0.1,12,-2,-5,-4,-0.6,102,18,Cc1ccc(NC(=O)COc2coc(CN3CCc4ccccc4C3)cc2=O)c(C)c1
6,0,0.0,-10,1,7,6,0.5,96,9,CCOCC(=O)NCc1ccc2c(c1)OCO2
-5,0,0.6,-4,-4,-1,3,-3.1,97,-5,Cc1cc(NC(=O)CSc2nc(-c3ccc(Br)cc3)nc3c2c(=O)n(C)c(=O)n3C)no1
2,-1,3.2,-5,6,1,-5,-0.8,105,8,CSc1nc(C(=O)N2CCCC(Nc3ccc(C)c(C)c3)C2)cs1 (configuration not stated)
-4,-6,0.1,0,9,-13,11,2.0,97,11,O=C(c1ccc(COc2ccc(Cl)cc2)o1)N1CCN(Cc2ccc3c(c2)OCO3)CC1
-2,1,-0.1,-6,1,5,10,-2.2,96,-2,COC(=O)CON1C(=O)c2ccccc2C1=O
-4,-3,-0.2,-2,-1,-1,-4,-1.7,106,-1,O=C(CN(C1CCCCC1)S(=O)(=O)c1ccc(F)cc1)Nc1ccc2c(c1)OCO2
8,-3,0.1,1,0,-4,2,-2.8,99,5,COc1ccc(C2Nc3ccccc3C(=O)N2O)cc1CN1CCOCC1 (configuration not stated)
-4,0,-0.1,0,6,-2,9,-3.6,94,4,CC(=O)Nc1cccc(C(=O)OC(C)C(=O)NC(=O)NC2CCCCC2)c1 (configuration not stated)
-6,3,0.0,-5,1,8,-7,-1.8,98,-3,CCN(CC)S(=O)(=O)c1ccc(NC(=O)Cc2cccs2)cc1
1,-3,0.1,5,66*,-9,-7,-0.9,98,5,CC(=O)Nc1ccc(SC[C@H](CC(C)C)N2CCN(CCc3ccccc3)CCC2=O)cc1
6,-3,-0.1,-1,-2,-8,-3,-1.8,97,-1,COc1ccccc1N(C)S(=O)(=O)c1ccc(Cl)c(C(=O)NCC2(N(C)C)CCCCC2)c1
-1,1,-0.5,-5,-6,7,-3,-1.1,95,1,Cc1ccccc1-n1c(C)nnc1SCC(=O)NNC(=O)c1ccccc1
-6,-1,0.1,-9,-16,16,1,-0.7,101,11,COc1ccc(CCNC(=O)COC(=O)C2CC2C)cc1 (configuration not stated)
-2,-5,0.2,-12,-2,-11,-5,1.9,95,10,O=S1(=O)CCOC[C@H](CC2CCCCC2)N1Cc1ccccc1Br
21*,2,-0.1,7,11,4,-5,-2.8,97,9,COc1ccc(OC)c(C2C(C(=O)c3ccco3)=C(O)C(=O)N2CC2CCCO2)c1 (configuration not stated)
-2,6,-0.1,-15,-3,1,-3,-0.1,99,-1,COc1cc2c(cc1O)[C@@H]1Cc3cc(OC)c(OC)cc3C(C2)N1C
10,3,0.1,1,-5,3,3,-2.7,103,-1,O=C(NCC(=O)N1CCN(S(=O)(=O)c2ccc3c(c2)OCCO3)CC1)c1ccccc1F
-10,1,-0.1,.,-11,.,1,-3.1,100,-4,CC(=O)C1C(c2ccc(F)cc2)c2c(noc2C)CC1(C)O (configuration not stated)

New compounds follow.
NOD2 RIPK2 PPI,N-glyco inh,aDG glyco act,TLR9-MyD88 inh,Granule exo inh,Vif inh,ABHD5-PLIN5 inh,MC4R ag barr,ABCB6 inh 2,MC4R antag cAMP,SMILES
1,-5,1.5,-16,8,-4,12,-1.2,102,2,COc1ccc(CN2CCN(C(=O)C3CCC(CNS(=O)(=O)c4ccc(C)cc4)CC3)CC2)c(OC)c1OC (configuration not stated)
5,-4,-0.1,0,-3,-7,-3,0.4,96,2,Cc1ccc2occ(C(c3nnnn3C3CCCC3)N3CCN(C(=O)c4ccco4)CC3)c(=O)c2c1 (configuration not stated)
1,-1,-0.1,-2,-2,-1,3,-0.3,103,10,Cn1c(=O)c2c(nc(Oc3cccc(Br)c3)n2C)n(C)c1=O
-2,2,0.3,2,0,46,0,-1.4,93,8,CC(NC(=O)COC(=O)c1ccco1)c1ccccc1 (configuration not stated)
-6,0,0.2,2,0,27,2,-1.8,100,9,Cc1noc(C)c1CSc1nnc2ccccn12
3,2,0.2,1,-1,18,0,-0.4,98,1,Cn1c(=O)n(CC(=O)O)c(=O)c2c1nc1n2CCCN1CCc1ccccc1
-11,-2,-0.1,3,1,2,2,0.1,97,19,Cc1cc(NC(=O)c2ccc(N3C(=O)C4C5C=CC(C5)C4C3=O)cc2)no1 (configuration not stated)
-9,-2,-0.7,0,1,.,4,-0.5,108,3,CCOC(=O)C1CCCN(c2c(C(=O)c3ccccc3)cnc3ccccc23)C1 (configuration not stated)
-1,2,0.2,-3,-14,.,7,1.0,93,-5,COc1ccccc1N1CCN(S(=O)(=O)CCNC(=O)C2CCCCC2)CC1
-1,1,-0.2,-2,-1,10,-8,-0.9,99,2,O=C(Nc1cccc2ccccc12)c1cnsn1
2,-4,0.1,4,-5,-1,5,-2.1,98,9,CCCN1CCc2c(sc(NC(=O)C3CCN(S(=O)(=O)c4cccs4)CC3)c2C(N)=O)C1
2,1,0.1,-6,-4,53*,-1,-1.2,94,9,C[C@@H]1CN([C@H](C)CO)C(=O)c2c(c3ccccc3n2C)-c2ccccc2CO[C@@H]1CN(C)C(=O)Nc1ccccc1C(F)(F)F
-3,0,0.5,-19,-5,-21,4,0.3,102,9,Cc1cc(=O)oc(C)c1C(=O)OCC(=O)c1ccc(Br)cc1

A second format for some results above:
> CC(NC(=O)COC(=O)c1ccco1)c1ccccc1 (configuration not stated)
  NOD2 RIPK2 PPI: -2
  N-glyco inh: 2
  aDG glyco act: 0.3
  TLR9-MyD88 inh: 2
  Granule exo inh: 0
  Vif inh: 46
  ABHD5-PLIN5 inh: 0
  MC4R ag barr: -1.4
  ABCB6 inh 2: 93
  MC4R antag cAMP: 8

> Cc1cc(=O)oc(C)c1C(=O)OCC(=O)c1ccc(Br)cc1
  NOD2 RIPK2 PPI: -3
  N-glyco inh: 0
  aDG glyco act: 0.5
  TLR9-MyD88 inh: -19
  Granule exo inh: -5
  Vif inh: -21
  ABHD5-PLIN5 inh: 4
  MC4R ag barr: 0.3
  ABCB6 inh 2: 102
  MC4R antag cAMP: 9

> CCCN1CCc2c(sc(NC(=O)C3CCN(S(=O)(=O)c4cccs4)CC3)c2C(N)=O)C1
  NOD2 RIPK2 PPI: 2
  N-glyco inh: -4
  aDG glyco act: 0.1
  TLR9-MyD88 inh: 4
  Granule exo inh: -5
  Vif inh: -1
  ABHD5-PLIN5 inh: 5
  MC4R ag barr: -2.1
  ABCB6 inh 2: 98
  MC4R antag cAMP: 9

From PubChem
